Source: PubChem
All columns: NCI-60 one-dose screen, growth in % after 48 h at 10 µM unless noted; 100 = growth as untreated, 0 = no growth, -100 = all killed.
HL-60(TB): HL-60(TB) leukemia cells | actives 9% (n = 78,000) | AID 1794776; active = growth percent below 10
The depositor's hits bear a star; & = joins results of further samples; [ ] = another dose, or the depositor's remark. This is a subset, so the mix of outcomes need not match the whole.

smiles: CCCC1CCCCC12C(=O)NC(=O)NC2=O (stereo not drawn)
  HL-60(TB) = 94&121
smiles: O=C(N/N=C/c1cc([N+](=O)[O-])ccc1O)c1cccc2ccccc12
  HL-60(TB) = -14*
smiles: C[C@]12CC[C@H]3[C@@H](CCC4=CC(=O)CC[C@@]43C)[C@@H]1CC[C@@H]2c1csc(N)n1
  HL-60(TB) = 0.8*
smiles: COc1ccc(-c2cc(-c3cc(C(=O)c4ccccc4)n4ccc(C)cc34)nc(N)c2C#N)cc1
  HL-60(TB) = 100
smiles: COC(=O)c1ccc(N=NN(C)C)cc1
  HL-60(TB) = 79
smiles: Ic1ccc(Nc2nc3nonc3nc2Nc2ccc(I)cc2)cc1
  HL-60(TB) = -50*
smiles: C=C(C)C1CC=C(C)C(OCCN(CC)CC)C1 (stereo not drawn)
  HL-60(TB) = 122
smiles: CC1(C)CC[C@]23CC[C@]4(C)[C@H](CC[C@@H]5[C@@]6(C)CC[C@H](OC7CC(O)C(O)C(O)O7)C(C)(C)[C@@H]6CC[C@]54C)[C@H]2[C@H]1OC3 (stereo partly drawn)
  HL-60(TB) = 108
smiles: COc1ccc(-c2nc(-c3c[nH]c4ncccc34)cs2)cc1
  HL-60(TB) = 108[100 µM]
smiles: CCOC(=O)C1(COCc2ccccc2)CCCCC1=O (stereo not drawn)
  HL-60(TB) = 114

Grouped by structure: the entries above containing an aryl methoxy group
smiles: COc1ccc(-c2cc(-c3cc(C(=O)c4ccccc4)n4ccc(C)cc34)nc(N)c2C#N)cc1
  HL-60(TB) = 100
smiles: COc1ccc(-c2nc(-c3c[nH]c4ncccc34)cs2)cc1
  HL-60(TB) = 108[100 µM]

Carrying on:
smiles: CCCCC/C(C)=C(\C#N)C(=O)NC(N)=S
  HL-60(TB) = 106
smiles: CC(=O)[C@H]1CC[C@]2(C)[C@@H]1CC[C@@H]1[C@@]3(C)CC[C@H](OCCC#N)C(C)(C)[C@@H]3CC[C@]12C
  HL-60(TB) = 99
smiles: FC(F)(F)c1cn(CC2CCNCC2)c2ncnc(Br)c12
  HL-60(TB) = 91
smiles: CCN(CC)CCC#N
  HL-60(TB) = 52
smiles: ClCc1cccc(CCl)c1
  HL-60(TB) = 95
smiles: NC(=O)c1ccc(S(N)(=O)=O)cc1
  HL-60(TB) = 47
smiles: Cn1c(=O)c2c(nc(N/N=C/c3ccc(Br)cc3)n2C)n(C)c1=O
  HL-60(TB) = 91
smiles: CC(=O)NC1=NC(=O)/C(=C/c2ccc3c(c2)OCO3)N1C
  HL-60(TB) = 101
smiles: CCOC(=O)/C(C#N)=C/c1ccc([N+](=O)[O-])cc1
  HL-60(TB) = 99
smiles: O=C1CSCC(=O)O1
  HL-60(TB) = 102

smiles: CS(=O)(=O)Nc1cc(-c2ccc3ncnc(Nc4cccc(Cl)c4F)c3c2)cnc1Cl
  HL-60(TB) = 80
smiles: CCOC(=O)c1cc2c(n1C)-c1oncc1CCC2
  HL-60(TB) = 93
smiles: COc1cc(C(=O)n2cc(-c3ccccc3)c(N)n2)cc(OC)c1OC
  HL-60(TB) = 71
smiles: CCCCCCCCc1ccc(C(=O)Nc2cccc(P(=O)(O)O)c2)cc1
  HL-60(TB) = 101
smiles: COc1ccc(C2=C(Nc3ccc(C(=O)Nc4ccccc4)cc3)C(=O)N(C)C2=O)cc1
  HL-60(TB) = 70
smiles: COc1ccc(CC2=C(Nc3ccc4c(c3)OCO4)COC2=O)cc1
  HL-60(TB) = 123
smiles: CCOC(=O)CC1C(COC(=O)NC)OC(n2cnc3c(NC(=O)Nc4ccccc4)ncnc32)C1O[Si](C)(C)C(C)(C)C (stereo not drawn)
  HL-60(TB) = 24
smiles: CCOC(=O)c1[nH]n(-c2ccccc2)c(=O)c1/C=N/C(N)=S
  HL-60(TB) = 94
smiles: CC(=O)Nc1ccccc1-c1nc2ccccc2s1
  HL-60(TB) = 100
smiles: CC(=O)OC[C@]12CC[C@@H]([C@@H](C)c3nnc(-c4ccncc4)o3)[C@@H]1[C@H]1CC[C@@H]3[C@@]4(C)CC[C@H](OC(C)=O)C(C)(C)[C@@H]4CC[C@@]3(C)[C@]1(C)CC2
  HL-60(TB) = 61

smiles: COc1cnc2c(c1)C(=O)c1c-2n(CCCN2CCNCC2)c(=O)c2cc(Cl)ccc12
  HL-60(TB) = -45*
smiles: O=C(Nc1ccc2c(ccn2Cc2ccccn2)c1)c1ccnnc1
  HL-60(TB) = 145
smiles: CCN(CC)CCC(O)c1cnc(-c2ccccc2)nc1C (stereo not drawn)
  HL-60(TB) = 108
smiles: CCCc1c(NCCO[C@H]2Cc3cc4ccc(=O)oc4cc3OC2(C)C)c(C(N)=O)nn1C
  HL-60(TB) = 107
smiles: O=c1oc2ccc(Cl)cc2c(=O)n1-c1ccc(F)cc1F
  HL-60(TB) = -29*
smiles: CCCCN(CCCC)c1cc(C(=O)CCCCCN)c2ccccc2n1
  HL-60(TB) = -68*
smiles: O=C1CCCN1
  HL-60(TB) = 103&92
smiles: O=C(/C=C/C12c3ccccc3C(c3ccccc31)C1C(=O)NC(=O)C12)c1ccc(Cl)cc1 (stereo not drawn)
  HL-60(TB) = -7.0*
smiles: CCCCCCCCCCCCCCCC(=O)Cl
  HL-60(TB) = 97
smiles: NCCc1c[nH]c(=S)[nH]1
  HL-60(TB) = 81

Sorted by molecular weight (low to high): some entries from above.
smiles: CC(=O)NC1=NC(=O)/C(=C/c2ccc3c(c2)OCO3)N1C
  HL-60(TB) = 101
smiles: COc1ccc(-c2nc(-c3c[nH]c4ncccc34)cs2)cc1
  HL-60(TB) = 108[100 µM]
smiles: O=c1oc2ccc(Cl)cc2c(=O)n1-c1ccc(F)cc1F
  HL-60(TB) = -29*
smiles: CC(=O)[C@H]1CC[C@]2(C)[C@@H]1CC[C@@H]1[C@@]3(C)CC[C@H](OCCC#N)C(C)(C)[C@@H]3CC[C@]12C
  HL-60(TB) = 99
smiles: CS(=O)(=O)Nc1cc(-c2ccc3ncnc(Nc4cccc(Cl)c4F)c3c2)cnc1Cl
  HL-60(TB) = 80

In a second layout: results already given.
molecule,HL-60(TB)
C=C(C)C1CC=C(C)C(OCCN(CC)CC)C1 (stereo not drawn),122
CCCCCCCCc1ccc(C(=O)Nc2cccc(P(=O)(O)O)c2)cc1,101

Part of the list above, bar-delimited.
mol | HL-60(TB)
CCCCN(CCCC)c1cc(C(=O)CCCCCN)c2ccccc2n1 | -68*
O=C1CCCN1 | 103&92
